# Vif imaging: blocks HIV Vif function | AID 602346 | inhibition, % at 7.49 µM | 0.35% of 340,000 active | HEK293T cells, Vif self-association by quenched fluorescence, imaging, 24 h; in the data active = inhibition above about 50%, passing the limit was not always enough; note: some results filed as inactive read as strong as hits
# CaV13 ICDI inh: Primary screen for inhibitors of IQ motif and Ca2+-dependent inactivation inhibitor domain binding in CACNA1D, Förster resonance energy transfer in living cells, …; HEK cells, CFP/YFP FRET ICDI-IQ, plate reader, 10 min; percent FRET-ratio fall versus neutral wells; inhibition, % at 12.3 µM; 0.098% of 340,000 active;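 active = mean replicate inhibition of at least 30% and at least 1% of replicates passing that level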;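 note: 0% = median of the neutral control wells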
# MITF TRPM1 inh: reduces MITF-dependent TRPM1 promoter luciferase signal. SK-MEL-5 TRPM1 promoter luciferase, 24 h. 0.83% of 330,000 active. inhibition, % at 12.5 µM;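 active = mean inhibition across replicates of 60% or more, whatever share of single replicates reaches that level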; note: values of inactives mirror those of a sister screen read the other way
# NR2E3 agonist: NR2E3 (human) agonism | GST-NR2E3/biotin-RetCOR TR-FRET, 1536-well | inhibition of corepressor binding, % at 4.78 µM | 0.12% of 320,000 active | Q9Y5X4;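 active = percent inhibition above the cutoff of mean plus 3 SD of all tested compounds, set per screening campaign, cut at about 20% in these data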;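 note: 0% = DMSO wells and 100% = biotin wells as full block of FRET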
# Target sequence (Q9Y5X4 whole entry, looked up): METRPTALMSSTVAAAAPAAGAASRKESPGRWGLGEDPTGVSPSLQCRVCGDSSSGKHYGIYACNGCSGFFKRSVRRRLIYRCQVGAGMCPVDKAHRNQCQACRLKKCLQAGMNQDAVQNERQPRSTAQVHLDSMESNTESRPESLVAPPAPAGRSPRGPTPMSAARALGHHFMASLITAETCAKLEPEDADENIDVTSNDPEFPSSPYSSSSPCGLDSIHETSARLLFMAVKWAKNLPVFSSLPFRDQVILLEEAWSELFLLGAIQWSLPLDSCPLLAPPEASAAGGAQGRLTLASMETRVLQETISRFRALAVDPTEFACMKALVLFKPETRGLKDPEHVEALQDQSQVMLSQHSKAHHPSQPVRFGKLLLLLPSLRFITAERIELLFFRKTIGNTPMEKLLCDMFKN
#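 Test system – NR2E3–RetCOR corepressor complex · Quantity – NR2E3 fusion 1.35 nM · Buffer or medium – Tris pH 7.5 · Incubation – Compound–protein incubation for 5 h at 4 °C · Technique – TR-FRET, Eu(K)-anti-GST donor, streptavidin-D2 acceptor, ex 340, em 617/671 nm · Evaluation – percent inhibition of 671/617 nm emission ratio versus biotin and DMSO controls · Plate – 1536-well format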
# Numbers without * were called inactive; · = not tested or not shown. This is a subset (hit frequency here may not be typical).
MITF TRPM1 inh | compound | CaV13 ICDI inh | Vif imaging | NR2E3 agonist
· | O=c1[nH]c(=S)[nH]c2[nH]c(=S)[nH]c12 | · | · | -4
· | O=C(Cn1c(=O)oc2cccnc21)Nc1ccccc1Oc1ccc(Cl)cc1Cl | · | · | 2
· | O=C(Nc1nnc(-c2ccccc2Cl)o1)c1ccc(S(=O)(=O)N2CCCCCC2)cc1 | · | · | -1
· | Cc1sc(/N=C/c2ccccc2O)c(C#N)c1C | · | · | 1
· | COc1ccc(S(=O)(=O)Nc2nc3ccccc3nc2Nc2ccc3c(c2)OCO3)cc1 | · | · | -2
· | CCOC(=O)CCCCC(=O)c1[nH]c(=O)[nH]c1C[n+]1ccccc1 | · | · | -164
· | COCc1c(C(C)C)nc(C(C)C)c(/C=C/[C@@H](O)C[C@@H](O)CC(=O)O)c1-c1ccc(F)cc1 | · | · | 2
· | N#Cc1ccc(Cl)cc1NC(=O)CSc1nc2nc(-c3cccs3)cc(C(F)(F)F)c2c(=O)[nH]1 | · | · | 3
· | COc1ccccc1NS(=O)(=O)c1cc(NC(=O)C2CC2)ccc1N1CCOCC1 | · | · | 1
· | Cc1cc(C)nc(/N=C2\NC(=O)CC(C(=O)O)N2c2cccc(Cl)c2)n1 (centres undefined) | · | · | 3
· | COC(=O)C/C=C/[C@@H](C)[C@@H](/C=N/O[C@@H](C)c1cn([C@H](CO)Cc2ccccc2)nn1)NS(=O)(=O)c1ccc(C)cc1 | · | · | 0
· | CC(C)N(C(=O)Cn1cnc2cc([N+](=O)[O-])ccc2c1=O)C(C)C | · | · | -4
· | COc1ccc(NC(=O)C(=O)N/N=C\c2ccc(CNC(=O)C(=O)Nc3ccc(C)c(C)c3)o2)c(OC)c1 | · | · | 0
· | O=S1(=O)C=C(Sc2nc3ccccc3s2)c2ccccc21 | · | · | -4
· | Cc1cc(C)c(NC(=O)CN2CCC(NC(=O)NC3CCCCC3)CC2)c(C)c1 | · | · | 0
· | O=C1c2ccccc2CN1CCSC(=S)N1CCSCC1 | · | · | 5
-5 | COC(=O)C1=C(C)N(Cc2ccco2)C(=O)N[C@@H]1c1cccc(C(F)(F)F)c1 | · | · | 1
-19 | COc1ccc(C#Cc2ccc3c(=O)c4ccccc4n(C)c3c2)cc1 | · | · | 0
· | COC1=C(N)C(=O)c2nc(-c3nc(C(=O)O)c(C)c(-c4ccc(OC)c(OC)c4O)c3N)ccc2C1=O | · | 23 | ·
· | CC(C)CCNC(=O)[C@H](CC(C)C)NC(=O)[C@H]1O[C@@H]1C(=O)O | · | 5 | -2
· | CC(C)(C)c1ccc(C#C[C@@H]2C=C[C@@H](O)[C@@H](COC(=O)NCc3ccccc3)O2)cc1 | -5 | · | ·
· | C[C@@H]1CN(c2ccc(N3CCNC[C@H]3C)cc2C#N)C[C@H](C)O1 | -7 | · | ·
· | O=C(C(=O)N1CCC(CNC(=O)C2COc3ccccc3O2)CC1)c1cccs1 (centres undefined) | -10 | · | ·
· | CN(C(=O)[C@@H](Cc1ccccc1)NC(=O)[C@H]1O[C@@H](n2ccc(=O)[nH]c2=O)[C@H](O)[C@@H]1O)C1CCCCC1 | -12 | · | ·
· | C#CCN([C@@H](C)C(=O)OCC)S(=O)(=O)c1ccc(Br)cc1F | -4 | · | ·
· | CCOC(=O)C1=Nc2cccc3c(O)ccc1c23 | -27 | · | ·
· | CCCCCCC12Cc3cc(OC)c(OC)cc3C(O1)c1c(cc(C)oc1=O)O2 (centres undefined) | -5 | · | ·
· | COc1ccc(NC(=O)OC[C@@H]2CSCCS(=O)(=O)N2)cc1 | -5 | · | ·
· | C[C@H](CO)N1C[C@H](C)[C@@H](CN(C)C(=O)Nc2cccc(Oc3ccccn3)c2)OCc2cn(nn2)CCCC1=O | -6 | · | ·
· | COC(=O)C1=C(C)N(Cc2cccc(C(F)(F)F)c2)C(=NCc2ccc(C(F)(F)F)cc2)NC1c1cccc(F)c1 (centres undefined) | -4 | · | ·
· | CCn1ncc2c(=O)c(C(=O)c3ccccc3)c[nH]c21 | -5 | · | ·
· | CN(c1cccnc1)c1ccc(NC(=O)Cc2c[nH]c3ccccc23)cc1Br | -4 | · | ·
· | Cc1cccc(NC(=O)c2nc[nH]c2C(=O)N(C)CCO)c1 | -4 | · | ·
· | O=C(N[C@H](C(=O)N1CCC[C@H]1C(=O)NCc1ccccc1)C1CCCCC1)c1ccccc1 | -3 | · | ·
· | Cc1ccc(CN2CCC=CS2(=O)=O)cc1 | -8 | · | ·
· | O=C(C(=O)N1CCC(CNS(=O)(=O)c2ccccc2OC(F)(F)F)CC1)c1cccs1 | -8 | · | ·
· | CCN=C1NC(c2cccc(Cl)c2)C(C(=O)OC)=C(C)N1Cc1ccc(C(F)(F)F)cc1 (centres undefined) | -16 | · | ·
· | O=C(C(=O)N1CCN(S(=O)(=O)c2ccc(F)cc2)CC1)c1cccc(C(F)(F)F)c1 | -10 | · | ·
· | COC(=O)[C@]12C[C@H](CC(=O)NCCC(C)C)C(=O)N(CCC3=CCCCC3)C1=C[C@H](C(C)(C)C)O[C@@H]2C | -9 | · | ·
· | COc1cccc(CNS(=O)(=O)c2cc(Br)ccc2Br)c1OC | -5 | · | ·
· | COC(=O)N1C[C@H](OCc2cn(-c3cc(Cl)cc(Cl)c3)nn2)[C@H](OCc2cn(-c3cc(Cl)cc(Cl)c3)nn2)C[C@@H]1c1ccccc1Br | -4 | · | ·
· | NC(=O)c1ncn([C@@H]2O[C@H](C(=O)N[C@H](Cc3c[nH]c4ccccc34)C(=O)N3CCN(CC(=O)N4CCCC4)CC3)[C@@H](O)[C@H]2O)n1 | -3 | · | ·
· | CCc1c(C(C)O)oc2ccc3c(C)cc(=O)oc3c12 (centres undefined) | -8 | · | ·
· | CCCCN1CC(COCc2ccccc2)Oc2cccc(Sc3ccc(OC)c(OC)c3)c2S1(=O)=O (centres undefined) | -5 | · | ·
· | O=C(N[C@H](Cc1ccccc1)C(=O)NCC1CCCO1)[C@H]1O[C@@H](n2ccc(=O)[nH]c2=O)[C@H](O)[C@@H]1O (some centres undefined) | -5 | · | ·
· | CC(=O)C1=C(C)N(Cc2ccc(F)cc2)C(=S)NC1c1ccc(Cl)cc1 (centres undefined) | -2 | · | ·
· | COc1cccc(-c2cccc3c4c([nH]c23)[C@@H]2C[C@H]3[C@@H](C(=O)N2CC4)[C@H](C)ON3C)c1 | -5 | · | ·
· | CC(=O)C1=C(C)N(Cc2ccccc2)C(=S)NC1c1cccc(Br)c1 (centres undefined) | -5 | · | ·
· | CC(C)C[C@H]1COc2cc(N3CCCC3)ccc2S(=O)(=O)N1 | -6 | · | ·
· | NCc1ccc(OCCCN2CCC(C(O)(C3=CCCC3)c3ccccc3)CC2)cc1 (centres undefined) | -11 | · | ·
· | N#Cc1ccc(C23CC4(C2)[C@H](CN(CC2CCCCC2)[C@@H]4c2ccccc2)C3c2ccc(C(F)(F)F)cc2)cc1 (some centres undefined) | -6 | · | ·
· | COC(=O)[C@]12C[C@H](CC(=O)N3CCC(c4ccccc4)CC3)C(=O)N(CCC3=CCCCC3)C1=C[C@H](COCc1ccccc1)O[C@@H]2C | -10 | · | ·
· | COc1ccc(C2CC(=O)C(c3ccccc3C)=CN2Cc2ccccc2)cc1 (centres undefined) | -5 | · | ·
· | Cc1cc(N2CCN(C(=O)OC(C)(C)C)C[C@H]2C)ccc1Br | -12 | · | ·
· | COCc1[nH]nc2c1C(c1ccccc1)N(Cc1ccccc1)C2=O (centres undefined) | -2 | · | ·
· | COC(=O)C1=C(C)N(C)C(=NCc2ccc3c(c2)OCO3)NC1c1cccc(Cl)c1 (centres undefined) | -4 | · | ·
· | COc1ccc(C)cc1NC(=O)c1cnc2sccn2c1=O | -5 | · | ·
· | Cc1cc2c(c(=O)o1)[C@@]1(C(=O)N(C)c3ccccc31)C1=C(CC3(CCCCC3)OC1=O)O2 | -6 | · | ·
· | C[C@@H]1OC(C2CCCCC2)N(C)[C@H]2C[C@H]3c4[nH]c5c(-c6ccccc6)cccc5c4CCN3C(=O)[C@@H]12 (some centres undefined) | -3 | · | ·
· | CCCCOCC1CN(Cc2ccccc2OC)S(=O)(=O)c2cc(Cl)ccc2O1 (centres undefined) | -5 | · | ·

# Next compounds
MITF TRPM1 inh | compound | CaV13 ICDI inh | Vif imaging | NR2E3 agonist
· | CCCCOCCCNC(=O)C[C@H]1C[C@@]2(C(=O)OC)C(=C[C@H](COCc3ccccc3)O[C@@H]2C)N(Cc2ccc3c(c2)OCO3)C1=O | -9 | · | ·
· | O=S1(=O)N[C@@H](Cc2ccccc2)COc2cc(N3CCOCC3)ccc21 | -5 | · | ·
· | O=C1NC(Cc2ccccc2)c2nc3cc(Cl)ccc3c(=O)n2-c2ccccc21 (centres undefined) | -8 | · | ·
· | CC(C)C[C@H]1CNC(=O)C(=O)N1C[C@@H]1CCCN1C[C@H](Cc1ccccc1)N1C[C@H](CC(C)C)N(CC2CCCCC2)C(=O)C1=O | -12 | · | ·
· | COC(=O)c1ccc2nc(-c3ccco3)c(Cc3ccsc3)n2c1 | -12 | · | ·
· | CS(=O)(=O)c1ccc(S(=O)(=O)NCC2CCN(C(=O)C(=O)c3cc4ccccc4o3)CC2)cc1 | -10 | · | ·
· | C=CCNC(=S)N1C[C@H]2CON(C)[C@H]2C[C@H]1c1ccccc1Br | -4 | · | ·
· | COC(=O)C1=C(C)N(Cc2ccccc2C(F)(F)F)C(=NCc2ccc(OC)cc2)NC1c1ccc(Cl)cc1 (centres undefined) | -3 | · | ·
· | Fc1ccc2nc(-c3ccc(CN4CCC5(CC4)CNc4ccccc45)cc3)c(-c3ccccc3)nc2c1 | -8 | · | ·
· | CCCCCCCCN1C(=O)[C@@H](CC(=O)N2CCC(c3ccccc3)CC2)C[C@@]2(C(=O)OC)C1=C[C@H](C1CCCC1)O[C@@H]2C | -10 | · | ·
· | COC(=O)[C@]12C[C@H](CC(=O)NCC3CCCCC3)C(=O)N(Cc3ccc4c(c3)OCO4)C1=C[C@H](C(C)(C)C)O[C@@H]2C | -9 | · | ·
· | C[C@@H]1C=CCCO[C@]12C(=O)N(Cc1ccc(Br)cc1)c1ccccc12 | -5 | · | ·
· | O=C(N[C@@H](Cc1ccccc1)c1nc2ccccc2[nH]1)c1ccc([N+](=O)[O-])cc1 | -2 | · | ·
· | O=C(Nc1cccnc1)c1ccc(CSc2ccc(Cl)cc2)o1 | -9 | · | ·
· | COC(=O)N1C[C@H](OC)[C@H]2C[C@@H]1c1ccccc1O2 | -9 | · | ·
· | COC(=O)C1=C(C)N(C)C(=NCc2ccccc2)NC1c1ccc(F)cc1 (centres undefined) | -4 | · | ·

# A different layout for two compounds above.
SMILES | MITF TRPM1 inh | CaV13 ICDI inh | Vif imaging | NR2E3 agonist
CC(C)N(C(=O)Cn1cnc2cc([N+](=O)[O-])ccc2c1=O)C(C)C | · | · | · | -4
COc1ccc(NC(=O)C(=O)N/N=C\c2ccc(CNC(=O)C(=O)Nc3ccc(C)c(C)c3)o2)c(OC)c1 | · | · | · | 0

# Structures shown so far containing a nitro group on carbon:
MITF TRPM1 inh | compound | CaV13 ICDI inh | Vif imaging | NR2E3 agonist
· | CC(C)N(C(=O)Cn1cnc2cc([N+](=O)[O-])ccc2c1=O)C(C)C | · | · | -4
· | O=C(N[C@@H](Cc1ccccc1)c1nc2ccccc2[nH]1)c1ccc([N+](=O)[O-])cc1 | -2 | · | ·

# Single records, as listed above. Values in the order: MITF TRPM1 inh	CaV13 ICDI inh	Vif imaging	NR2E3 agonist
# COC(=O)C1=C(C)N(C)C(=NCc2ccccc2)NC1c1ccc(F)cc1 (centres undefined) across the screens: ·	-4	·	·
# Fc1ccc2nc(-c3ccc(CN4CCC5(CC4)CNc4ccccc45)cc3)c(-c3ccccc3)nc2c1 across the screens: ·	-8	·	·
# CC(C)CCNC(=O)[C@H](CC(C)C)NC(=O)[C@H]1O[C@@H]1C(=O)O across the screens: ·	·	5	-2
# COC(=O)C1=C(C)N(C)C(=NCc2ccc3c(c2)OCO3)NC1c1cccc(Cl)c1 (centres undefined) across the screens: ·	-4	·	·
# COc1ccc(C)cc1NC(=O)c1cnc2sccn2c1=O across the screens: ·	-5	·	·
